Screening data: PubChem, Broad Institute
PGC1a acetyl inh – inhibitors of PGC1a acetylation signal, primary screen, cell-based, U2OS, AlphaScreen, inhibitor mode; AID 651687, 2012; AlphaScreen anti-acetyl-lysine; with virally co-expressed GCN5 acetyltransferase; inhibition, % at 15.6 µM; 0.17% of 350,000 active;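 active = every replicate shows inhibition of at least 40%; inconclusive = mean inhibition at least 40% but some replicate below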;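 also: 0% = neutral control wells and 100% = positive control wells; some results beyond the cut were filed as inactive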
ERAP1 inh – human ERAP1 aminopeptidase inhibitors, primary screen, biochemical, single point, plate reader | recombinant ERAP1, Leu-AMC fluorescence, 60 min | inhibition, % at 10.7 µM | 0.15% of 340,000 active;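 active = mean replicate inhibition of at least 30%, or all replicates individually reaching that 30% level; inactive = mean below 30% and not every replicate reaching it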;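 also: 0% = neutral control wells and 100% = L-leucinethiol positive control wells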
Target sequence (Q9NZ08 whole entry, looked up): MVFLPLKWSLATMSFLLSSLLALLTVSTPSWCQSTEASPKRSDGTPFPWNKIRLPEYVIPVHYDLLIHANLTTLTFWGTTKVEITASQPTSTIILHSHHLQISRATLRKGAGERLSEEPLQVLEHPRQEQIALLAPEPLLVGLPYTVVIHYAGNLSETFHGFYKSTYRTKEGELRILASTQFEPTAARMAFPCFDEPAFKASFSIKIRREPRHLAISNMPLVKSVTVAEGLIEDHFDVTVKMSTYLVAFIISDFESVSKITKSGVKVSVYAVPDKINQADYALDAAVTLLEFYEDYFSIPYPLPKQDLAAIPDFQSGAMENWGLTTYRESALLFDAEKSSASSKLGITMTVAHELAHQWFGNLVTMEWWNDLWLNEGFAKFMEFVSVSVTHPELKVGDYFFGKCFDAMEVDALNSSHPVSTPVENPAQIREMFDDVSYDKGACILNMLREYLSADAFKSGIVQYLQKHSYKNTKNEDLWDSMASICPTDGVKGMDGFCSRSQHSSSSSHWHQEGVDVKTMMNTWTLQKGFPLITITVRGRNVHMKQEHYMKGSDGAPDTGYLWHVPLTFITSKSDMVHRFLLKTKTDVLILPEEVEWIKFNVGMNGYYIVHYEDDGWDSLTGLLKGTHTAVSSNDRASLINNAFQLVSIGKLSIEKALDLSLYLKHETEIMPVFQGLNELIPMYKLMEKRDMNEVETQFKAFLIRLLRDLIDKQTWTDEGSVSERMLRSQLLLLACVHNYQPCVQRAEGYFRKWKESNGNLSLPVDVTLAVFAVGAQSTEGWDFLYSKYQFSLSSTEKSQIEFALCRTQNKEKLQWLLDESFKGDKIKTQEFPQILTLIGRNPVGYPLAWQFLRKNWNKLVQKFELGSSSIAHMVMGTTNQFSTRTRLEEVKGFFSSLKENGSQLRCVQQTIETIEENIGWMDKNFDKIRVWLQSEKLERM
PAX8 reporter – inhibitors of PAX8-driven TPO luciferase reporter, primary screen, RMG-I cells, single concentration. SteadyGlo, 24 h. inhibition, % at 12.6 µM. 1.2% of 360,000 active;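 active = mean replicate inhibition at least 60% with every replicate also reaching 60%; inconclusive = only one of the two criteria is met; inactive = mean below 60% and not all replicates reaching 60%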;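 also: luciferase light reporting Pax8 driven TPO promoter activity; plate controls were median of neutral control wells for no effect and mitoxantrone controls for full effect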
PglD inh – C. jejuni PglD acetyltransferase inhibitors, primary screen, biochemical, DTNB colorimetric, single point; purified PglD enzyme, DTNB colorimetric CoA detection; 0.098% of 360,000 active; inhibition, % at 12.5 µM; in the data active = inhibition above about 16%, passing the limit was not always enough; inconclusive = no clear call, values can overlap the other calls; also: strong numbers were not always called active
EWS-Fli inh – EWS/Fli-driven NR0B1 reporter inhibitors, primary screen, A673 cells, NR0B1 luciferase, luminescence, MLPCN library; viability-normalised; inhibition, % at 12.6 µM; 0.67% of 350,000 active; AID 651661, 2012;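 active = mean inhibition of at least 50% after viability correction, with every replicate also passing that limit; inconclusive = mean reaches 50% but only one of two replicates passes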;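 also: firefly luciferase signal divided by Alamar Blue viability fluorescence both relative to DMSO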
S100A4 inh HTS – inhibitors of S100A4-myosin IIA peptide binding, primary screen, biochemical, fluorescence polarization, TAMRA-MyoIIA peptide | Protein S100-A4 (Homo sapiens), P26447 | inhibition, % at 10.7 µM | 0.14% of 360,000 active | AID 652163, 2013;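 active = mean inhibition of at least 70% across replicates, with every replicate also reaching that level; inconclusive = mean inhibition reaches 70% but some replicates fall short; inactive = mean inhibition below 70%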
Target sequence (P26447 whole entry, looked up): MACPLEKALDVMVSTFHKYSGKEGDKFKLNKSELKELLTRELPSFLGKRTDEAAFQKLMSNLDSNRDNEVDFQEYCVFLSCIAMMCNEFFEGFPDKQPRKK
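Material: human S100A4 monomer with TAMRA-labelled myosin IIA peptide; buffer or medium: HEPES pH 7.2 with CaCl2, KCl, NaCl, DTT, Triton; compound dosing: one concentration per compound; schedule: 5 min incubation before reading; benchmarks: neutral control DMSO, positive control TFP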
FN deposit inh – inhibitors of fibronectin matrix deposition, primary screen, AH1F cells, Alexa488-fibronectin fluorescence, plate reader; AH1F fibroblasts, overnight; inhibition, % at 12.6 µM; 0.086% of 350,000 active;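 active = mean inhibition across replicates of 30% or more, regardless of how many single replicates reach that level; inconclusive = mean under 30% yet at least half of replicates reach 30%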;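 also: positive control wells lacked labelled fibronectin entirely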
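Material: AH1F fibroblasts assembling fluorescent fibronectin matrix; amount: 10000 AH1F cells/well; medium: DMEM, 2% serum; reagent: Alexa488-fibronectin, 24 nM final in well; dosing: single compound dose, delivered by pin transfer; incubation: 1 h adhesion, overnight exposure; detection: fluorescence after three HBSS washes, excitation 485 nm, emission 525 nm; measure: fibronectin deposition inhibition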
LGR2 inh – inhibitors of bursicon-induced LGR2 CRE-luciferase signal, primary screen, cell-based, HEK293, CRE-luciferase reporter, bursicon stimulation | bursicon-stimulated, 4 h | inhibition, % at 9.99 µM | 0.35% of 380,000 active | Drosophila bursicon receptor LGR2 (rickets);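 active = drop in luminescence signal, shown as inhibition above about 50% in the replicate tests, limit read from the data, passing the limit was not always enough; inconclusive = probably only some replicates passing the limit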;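 also: agonist challenge used bursicon conditioned medium at about half maximal strength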
* = called active by the depositor.

COc1ccccc1Nc1nc(-c2sc(NC(=O)c3ccco3)nc2C)cs1 was read as ERAP1 inh -2, PAX8 reporter 37, PglD inh -2, EWS-Fli inh 18, S100A4 inh HTS -8, FN deposit inh 30 and LGR2 inh 0.
Screening C[C@H](CO)N1C[C@H](C)[C@@H](CN(C)Cc2ccc(C(=O)Nc3ccccc3N)cc2)Oc2c(NC(=O)c3ccncc3)cccc2C1=O returned PGC1a acetyl inh 25, ERAP1 inh -1, PglD inh 3, EWS-Fli inh 34, S100A4 inh HTS -11 and LGR2 inh -31.
O=C(O)c1ccc(N/N=C/C2=C(N3CCOCC3)C(=C\c3ccccc3)/CC2)cc1 was read as PGC1a acetyl inh -11, ERAP1 inh 10, PAX8 reporter -27, PglD inh 2, EWS-Fli inh -44, S100A4 inh HTS -14, FN deposit inh 5 and LGR2 inh -8.
Screening COC(=O)C1=C(C)N(CCCC(=O)O)C(=O)NC1c1ccc(Br)cc1 (stereo unspecified) returned PGC1a acetyl inh -5, ERAP1 inh 3, PAX8 reporter -20, PglD inh -1, EWS-Fli inh -1, S100A4 inh HTS 4, FN deposit inh -6 and LGR2 inh -4.
COc1ccccc1S(=O)(=O)N1CC[C@@H]2[C@H]1c1cc(-c3ccccc3F)ccc1N[C@@H]2CO was read as PGC1a acetyl inh 1, ERAP1 inh 0, PAX8 reporter -26, PglD inh 1, EWS-Fli inh -1, S100A4 inh HTS -1, FN deposit inh 2 and LGR2 inh 11.
For Cc1ccc(C)c(S(=O)(=O)N2CCCCC2CCNC(=O)C(=O)NCCc2ccco2)c1 (stereo unspecified) the results were PGC1a acetyl inh -13, ERAP1 inh 2, PAX8 reporter 19, PglD inh 2, EWS-Fli inh 1, S100A4 inh HTS -5, FN deposit inh -1 and LGR2 inh -2.
Screening Nc1nc(NCCO)nc(NC2CCCCC2)c1[N+](=O)[O-] returned PGC1a acetyl inh -15, ERAP1 inh -1, PAX8 reporter 23, PglD inh 0, EWS-Fli inh -23, S100A4 inh HTS -2, FN deposit inh 15 and LGR2 inh -13.
For CCCNC(=O)N[C@H]1CC[C@H](CCn2cc(C3CCCCC3)nn2)O[C@@H]1CO the results were PGC1a acetyl inh 16, ERAP1 inh 1, PAX8 reporter 2, PglD inh -2, EWS-Fli inh 1, S100A4 inh HTS 5, FN deposit inh -8 and LGR2 inh -11.
For COc1cccc(NC(=O)CN2C(=O)CSc3ccc(S(=O)(=O)N4CCC(C)CC4)cc32)c1 the results were PGC1a acetyl inh -12, ERAP1 inh 1, PAX8 reporter 6, PglD inh 1, S100A4 inh HTS -3, FN deposit inh -2 and LGR2 inh 30.
Cc1ccc(C)c(S(=O)(=O)N2CCN(C(=O)CCc3c[nH]c4ccccc34)CC2)c1 was read as PGC1a acetyl inh 2, ERAP1 inh 0, PAX8 reporter 3, PglD inh -5, EWS-Fli inh 23, S100A4 inh HTS -1, FN deposit inh 7 and LGR2 inh 7.
Screening Cc1cccc(C(=O)NNC(=O)/C=C/C(=O)O)c1 returned ERAP1 inh 1, PAX8 reporter 17, EWS-Fli inh 19, S100A4 inh HTS -3, FN deposit inh 0 and LGR2 inh 9.
O=C(NNC(=O)c1ccc([N+](=O)[O-])cc1)c1ccc(Br)cc1 was read as PGC1a acetyl inh -3, ERAP1 inh -2, PAX8 reporter -23, PglD inh -5, EWS-Fli inh -3, S100A4 inh HTS 3, FN deposit inh 1 and LGR2 inh 11.
`CC(=O)N1CCC(C(=O)N2CCN(S(=O)(=O)c3ccc(Cl)s3)CC2)CC1` gave PGC1a acetyl inh -1, ERAP1 inh 4, PAX8 reporter -3, PglD inh -7, EWS-Fli inh 12, S100A4 inh HTS -1, FN deposit inh -5 and LGR2 inh 4.
CCCCNC(=O)C1CCN(S(=O)(=O)c2c(C)noc2/C=C\c2ccc(OC)cc2)CC1 was read as ERAP1 inh 0, PAX8 reporter 1, PglD inh 8, EWS-Fli inh -2, S100A4 inh HTS -2, FN deposit inh 4 and LGR2 inh -1.
`CCN(CC)c1ccc2cc(C(=O)NNC(=O)c3ccc(S(=O)(=O)N4CCCCC4)cc3)c(=O)oc2c1` gave PGC1a acetyl inh -4, PAX8 reporter -1, PglD inh 0, FN deposit inh 4 and LGR2 inh 8.
Screening COc1ccccc1C(C#N)N1N=C(C)CC1(C)C (stereo unspecified) returned ERAP1 inh 8, PAX8 reporter 8, EWS-Fli inh 5, S100A4 inh HTS 9, FN deposit inh -4 and LGR2 inh 12.
For CCC(C)(C)C1CCc2nc3ccccc3c(C(=O)OC(C)C(=O)Nc3c(C)n(C)n(-c4ccccc4)c3=O)c2C1 (stereo unspecified) the results were ERAP1 inh 3, PAX8 reporter -7, EWS-Fli inh 3, S100A4 inh HTS 0, FN deposit inh -8 and LGR2 inh 21.
`CN(C)c1nc(=NCc2cccs2)ss1` gave ERAP1 inh 3, PAX8 reporter -20, EWS-Fli inh -8, S100A4 inh HTS 21, FN deposit inh 2 and LGR2 inh -2.
Screening C[C@H]1CN=C(N(C)C)N1CCc1ccc(F)cc1 returned PGC1a acetyl inh 8, ERAP1 inh -5, PAX8 reporter -11, PglD inh 3, EWS-Fli inh -5, S100A4 inh HTS 0, FN deposit inh -11 and LGR2 inh -24.
Screening Cc1noc(C)c1NC(=O)N(C)C[C@H]1OCCCC[C@@H](C)Oc2ccc(NS(=O)(=O)c3cn(C)cn3)cc2C(=O)N([C@H](C)CO)C[C@@H]1C returned PGC1a acetyl inh 7, PAX8 reporter -6, PglD inh -1, EWS-Fli inh -2 and LGR2 inh 8.

Structural class, the entries above containing bromine (two)
Screening COC(=O)C1=C(C)N(CCCC(=O)O)C(=O)NC1c1ccc(Br)cc1 (stereo unspecified) returned PGC1a acetyl inh -5, ERAP1 inh 3, PAX8 reporter -20, PglD inh -1, EWS-Fli inh -1, S100A4 inh HTS 4, FN deposit inh -6 and LGR2 inh -4.
O=C(NNC(=O)c1ccc([N+](=O)[O-])cc1)c1ccc(Br)cc1 was read as PGC1a acetyl inh -3, ERAP1 inh -2, PAX8 reporter -23, PglD inh -5, EWS-Fli inh -3, S100A4 inh HTS 3, FN deposit inh 1 and LGR2 inh 11.

(continued)
COc1ccc(/C=C/C(=O)O/N=C(\N)c2cccnc2)cc1OC was read as PGC1a acetyl inh -3, ERAP1 inh -5, PAX8 reporter -83, EWS-Fli inh -35, S100A4 inh HTS 4, FN deposit inh 7 and LGR2 inh -33.
`O=C(Nc1cccc(F)c1)N1C[C@H]2[C@@H](c3ccccc31)[C@H](CO)N2C(=O)Cc1ccccc1` gave PGC1a acetyl inh -10, ERAP1 inh 1, PAX8 reporter 2, PglD inh -4, EWS-Fli inh -7, S100A4 inh HTS 0 and LGR2 inh -5.
`COc1ccc(NC(C)C(=O)N/N=C/c2cc(Br)ccc2OC)cc1` (stereo unspecified) gave PGC1a acetyl inh -9, ERAP1 inh 3, PAX8 reporter -22, PglD inh -4, EWS-Fli inh -7, S100A4 inh HTS 10, FN deposit inh -3 and LGR2 inh -27.
For COc1ccc(S(=O)(=O)N2CCN(C(c3ccccc3)c3ccccc3)CC2)cc1NC(C)=O the results were ERAP1 inh 0, PAX8 reporter -8, PglD inh 6, EWS-Fli inh 6, S100A4 inh HTS -4, FN deposit inh 6 and LGR2 inh -11.
For O=C(COC(=O)c1ccccc1OCc1ccccc1Cl)NC1CCS(=O)(=O)C1 (stereo unspecified) the results were PGC1a acetyl inh 0, ERAP1 inh -3, PAX8 reporter -9, PglD inh 0, EWS-Fli inh -2, S100A4 inh HTS 2, FN deposit inh 2 and LGR2 inh 11.
For C[C@@H]1CN([C@@H](C)CO)S(=O)(=O)c2ccc(/C=C/c3ccccc3)cc2O[C@H]1CN(C)Cc1cncnc1 the results were PGC1a acetyl inh -5, ERAP1 inh -1, PAX8 reporter 31, PglD inh -1, EWS-Fli inh 4, S100A4 inh HTS -12 and LGR2 inh 15.
`Cc1cc(NC(=O)Cn2nc([N+](=O)[O-])c(Br)c2C)no1` gave PGC1a acetyl inh 3, ERAP1 inh -4, PAX8 reporter 14, EWS-Fli inh 5, S100A4 inh HTS -57, FN deposit inh -8 and LGR2 inh 4.
`Cc1cc(NC(=O)CCC(=O)N(CC(=O)NCC2CCCO2)c2ccc(F)c(Cl)c2)no1` (stereo unspecified) gave PGC1a acetyl inh -4, ERAP1 inh 0, PAX8 reporter -6, PglD inh 2, EWS-Fli inh 0, S100A4 inh HTS -2, FN deposit inh 1 and LGR2 inh 28.
C[C@@H]1CN([C@@H](C)CO)S(=O)(=O)c2ccc(C#CCC3CCCC3)cc2O[C@@H]1CN(C)C(=O)CN(C)C was read as PGC1a acetyl inh 1, ERAP1 inh -1, PAX8 reporter 9, PglD inh -1, EWS-Fli inh 15, S100A4 inh HTS 3, FN deposit inh 9 and LGR2 inh 4.
Screening O=C(NCCC1CCCCN1S(=O)(=O)c1ccccc1)C(=O)NCc1ccccn1 (stereo unspecified) returned PGC1a acetyl inh -22, ERAP1 inh 4, PAX8 reporter 2, PglD inh -1, EWS-Fli inh -4, S100A4 inh HTS -2, FN deposit inh 8 and LGR2 inh 1.
`O=C(COC(=O)c1cc(=O)[nH]c(=O)[nH]1)Nc1ccccc1F` gave PGC1a acetyl inh -5, ERAP1 inh 2, PAX8 reporter -7, PglD inh -6, EWS-Fli inh -11, S100A4 inh HTS inconclusive, FN deposit inh 1 and LGR2 inh 4.
COc1ccccc1C1=NC(c2ccc(C)cc2)N=C1C (stereo unspecified) was read as PGC1a acetyl inh -8, ERAP1 inh -2, PAX8 reporter -129, EWS-Fli inh -59, S100A4 inh HTS 2 and FN deposit inh 3.
CCN(CC(=O)Nc1ccc(OC)cc1)C(=O)c1ccc([N+](=O)[O-])cc1 was read as PGC1a acetyl inh 5, ERAP1 inh -7, PAX8 reporter 7, EWS-Fli inh -3, S100A4 inh HTS 4, FN deposit inh -4 and LGR2 inh -1.
`CCOn1c(=O)c(=O)n(O)c2ccccc21` gave PGC1a acetyl inh 5, ERAP1 inh -1, PAX8 reporter 9, EWS-Fli inh 4, S100A4 inh HTS 2, FN deposit inh 3 and LGR2 inh 8.
COc1cc(/C=N/NC(N)=S)ccc1OCc1ccc(C)cc1 was read as ERAP1 inh 5, PAX8 reporter 75*, EWS-Fli inh -28, S100A4 inh HTS -2 and LGR2 inh -21.
For CC(=O)/C=C/n1c(=S)oc2ccccc21 the results were ERAP1 inh 2, PAX8 reporter 114*, S100A4 inh HTS 1, FN deposit inh -8 and LGR2 inh 2.
Cc1ccc(SCCC(=O)OCn2nnc3ccccc3c2=O)cc1 was read as ERAP1 inh 7, PAX8 reporter 4, EWS-Fli inh -5, S100A4 inh HTS -3, FN deposit inh 3 and LGR2 inh -3.
`O=C(NN1C(=O)C2C(C1=O)C1C=CC2C12CC2)c1ccccc1` (stereo unspecified) gave PGC1a acetyl inh -16, ERAP1 inh 0, PAX8 reporter -2, EWS-Fli inh -10, S100A4 inh HTS 1, FN deposit inh -2 and LGR2 inh 16.
